INS-1E GSIS act: GLuc luminescence reporter in INS-1E cells, primary screen for activators of glucose-dependent secretion of insulin | INS-1E GLuc reporter insulin secretion, 2-3 h | hit rate 0.61% among 370,000 | activation, % at 16.6 µM;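 active = lowest replicate activation of at least 40%, so every replicate reaches that level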;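 note: 0% = median of neutral control wells and 100% = median of IBMX positive control wells; some compounds called inactive have numbers as strong as hits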
CASP6 VEID inh: caspase-6 (human) enzyme inhibition; purified caspase-6, Z-VEID-R110 cleavage fluorescence; inhibition, % at 12.5 µM; hit rate 0.53% among 350,000; P55212;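 active = mean inhibition across replicates at least about 35%, with every replicate also reaching that limit, limit read from the data; inconclusive = only one of the two criteria met; inactive = neither criterion met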;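 note: 0% = median of neutral control wells and 100% = no fluorescence left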
Target sequence (P55212 24-179 limits assumed): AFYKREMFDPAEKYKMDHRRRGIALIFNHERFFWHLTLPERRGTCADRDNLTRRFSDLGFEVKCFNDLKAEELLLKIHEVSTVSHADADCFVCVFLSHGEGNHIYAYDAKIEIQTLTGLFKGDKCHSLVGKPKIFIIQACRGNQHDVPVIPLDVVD
Target sequence (P55212 194-293 limits assumed): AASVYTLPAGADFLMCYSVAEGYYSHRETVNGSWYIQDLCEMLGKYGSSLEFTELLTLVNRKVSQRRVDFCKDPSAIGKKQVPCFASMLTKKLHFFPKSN
RAD52 anneal inh: inhibitors of human RAD52 DNA annealing | P43351 | recombinant RAD52 DNA annealing, FRET fluorescence | inhibition, % at 18.7 µM | hit rate 0.46% among 360,000 | AID 651710;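 active = every replicate showing at least 50% inhibition; inconclusive = mean inhibition at least 50% but not in every replicate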
E-selectin induc: induces E-selectin expression in human endothelial cells | activation, % at 7.58 µM | hit rate 0.37% among 260,000 | P16581 | AID 686992 | HUVEC E-selectin immunofluorescence imaging; normalized: neutral wells 0, TNF-alpha wells 100;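 active = mean E-selectin-positive cell signal at least 10% of the positive control, reached in at least 60% of replicates, without over 20% cell loss; inconclusive = no rule given, readout overlaps actives, possibly toxicity-flagged; inactive = the rest, including those meeting only one limit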;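 note: in these data hits start at about 27%; measured in HUVEC primary endothelial cells; signal is the percent of cells scored E-selectin positive by PE staining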
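Test system – human umbilical vein endothelial cells (HUVEC), E-selectin induction · Input – 3,000 HUVEC seeded per well · Buffer or medium – EGM-2, gelatin · Compound dosing – single-point compound dose · Detection – immunofluorescence imaging · Measure – percent E-selectin-positive cells · Controls – TNF-alpha high, DMSO low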
RAD54 branch: blocks human RAD54 Holliday junction branch migration; AID 602329; inhibition, % at 10.4 µM; hit rate 0.14% among 360,000; Q92698; FAM/BHQ fluorescence;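 active = mean normalized replicate activity at least 40 and at least half of replicates scoring 40 or more; inconclusive = only one of the two criteria met; inactive = mean below 40 and under half of replicates reaching 40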;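 note: 0% = median of neutral control wells and 100% = median of positive control wells; inhibitors cause a drop in the FAM fluorescence signal; in these data hits start at about 50%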
Target sequence (Q92698 whole entry, looked up): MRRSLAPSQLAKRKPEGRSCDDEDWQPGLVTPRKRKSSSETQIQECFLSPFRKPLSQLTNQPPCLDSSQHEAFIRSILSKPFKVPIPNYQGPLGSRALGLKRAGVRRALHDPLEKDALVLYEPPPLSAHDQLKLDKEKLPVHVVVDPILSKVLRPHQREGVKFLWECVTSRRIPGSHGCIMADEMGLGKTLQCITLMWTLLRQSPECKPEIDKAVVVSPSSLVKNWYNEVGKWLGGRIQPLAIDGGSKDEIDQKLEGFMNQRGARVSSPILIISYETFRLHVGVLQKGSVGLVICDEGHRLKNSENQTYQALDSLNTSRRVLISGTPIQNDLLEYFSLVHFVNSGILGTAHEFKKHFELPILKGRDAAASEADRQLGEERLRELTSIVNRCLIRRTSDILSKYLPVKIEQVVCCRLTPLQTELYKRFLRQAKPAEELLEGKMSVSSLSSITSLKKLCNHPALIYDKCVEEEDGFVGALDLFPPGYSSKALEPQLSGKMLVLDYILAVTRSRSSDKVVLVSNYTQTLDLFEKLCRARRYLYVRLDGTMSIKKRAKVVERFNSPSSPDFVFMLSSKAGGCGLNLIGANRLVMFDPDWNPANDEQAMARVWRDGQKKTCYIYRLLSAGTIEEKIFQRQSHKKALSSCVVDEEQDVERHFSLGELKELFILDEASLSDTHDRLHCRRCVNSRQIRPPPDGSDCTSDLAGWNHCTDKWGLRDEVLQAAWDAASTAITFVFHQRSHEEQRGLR
CFTR F508del cor: correctors of CFTR F508del function in bronchial epithelial cells | CFBE cells, YFP halide quenching; stimulated with forskolin plus potentiator P3; % fluorescence drop versus neutral controls | activity (quench increase), % at 7.58 µM | hit rate 0.36% among 350,000;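 active = mean added fluorescence quench of at least 8% versus neutral control, with both replicates also reaching 8%; inconclusive = only one of the mean or replicate conditions met; inactive = mean below 8% and not both replicates reaching 8%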;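 note: cells transiently co-express mutant CFTR-F508del with the halide-sensitive YFP; corrector assay measuring rescue of mutant channel to the surface after 24 h compound exposure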
XiGFP reactiv: activators of X-chromosome reactivation in mouse fibroblasts | XiGFP mouse fibroblasts, % GFP-positive cells imaging, 3 d; cells co-treated with 5-aza-dC sensitizer; scaled so ellipticine positive control = 100% | activation, % at 7.58 µM | hit rate 0.055% among 360,000;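 active = mean normalized replicate activation at least 10% and every replicate at or above 10%; inconclusive = only one of the two criteria met; inactive = mean below 10% and not all replicates reach 10%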;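 note: 0% = median of on-plate neutral control wells and 100% = ellipticine 6 µM median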
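Assay system: SV40-immortalized XiGFP fibroblast cells, line 68-5-11; buffer or medium: DMEM plus 5-aza-dC sensitizer; compound: one concentration, pinned; timing: compounds 3 days, fix/stain 15 min at room temperature; benchmarks: positive control ellipticine, 6 µM final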
DENV2 CPE: inhibitors of DENV2 cytopathic effect; DENV2-infected cells, cytopathic effect rescue, plate reader; CPE inhibition, % at 9.99 µM; hit rate 1.7% among 350,000; AID 651640; in the data active = CPE inhibition above about 20%, passing the limit was not always enough; inconclusive = no clear call, values can overlap the other calls; tested in BHK-21 cells;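 note: 0% = median of neutral control wells and 100% = median of positive control wells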
Starred values were filed as active, the others as inactive; ? = inconclusive; · = not tested or not shown.

nr	SMILES	INS-1E GSIS act	CASP6 VEID inh	RAD52 anneal inh	E-selectin induc
1	COc1cc(-c2nc(C(=O)NC3CCCCC3)cc3c2[nH]c2ccccc23)cc(OC)c1OC	-0.1	-0.9	-12.8	·
2	CC(=O)C1=C(C)NC(C)=C(C(C)=O)C1c1ccccc1	0.3	0.3	-15.9	·
3	COc1cccc(C(=O)OCC(=O)c2ccc(Br)s2)c1OC	·	6.2	-15.3	-0.1
4	Cc1ccccc1Cn1c(=O)sc2ccccc2c1=O	5.2	0.5	-11.8	·
5	Cc1ccc(C2=NCCn3nc4cc([N+](=O)[O-])ccc4c32)cc1	·	6.8	-22.9	0.2
6	COc1ccc2c(=O)c(-c3ccc4c(c3)OCO4)coc2c1	-1.9	·	·	0.3
7	O=C(NCCCN1CCCC1=O)Nc1cc(Cl)ccc1Cl	11.7	-6.5	-15.7	·
8	CCC(=O)Nc1ccc2c(c1)C(=O)N(C)C[C@H](OC)[C@H](C)CN[C@H](C)CO2	5.6	-3.2	0.9	2.1
9	CN(C)CC(=O)N1CC2(C1)[C@H](c1ccccc1)[C@@H](CO)N2S(C)(=O)=O	9.3	-0.1	-11.9	-0.1
10	Cc1cc(OCC(O)CN2C(C)CCCC2C)ccc1C(C)C (stereo not drawn)	13.0	·	-10.2	-0.8

nr	RAD54 branch	CFTR F508del cor	XiGFP reactiv	DENV2 CPE
1	3.8	7.2	·	-8.7
2	·	-0.7	0.0	-4.8
3	2.2	3.5	-1.1	6.6
4	·	1.3	0.0	6.3
5	4.3	0.2	0.3	-5.4
6	4.1	-1.4	0.0	·
7	-1.2	4.1	0.2	-4.0
8	1.3	-2.7	0.2	-6.8
9	·	0.1	0.1	-11.7
10	-0.5	0.8	0.0	-1.2

(listing goes on)
nr	SMILES	INS-1E GSIS act	CASP6 VEID inh	RAD52 anneal inh	E-selectin induc
11	O=C(C[C@@H]1CC[C@@H](NS(=O)(=O)c2ccccc2F)[C@@H](CO)O1)NCCCN1CCOCC1	7.6	-2.4	-9.3	-0.1
12	CC(=O)c1ccc(N(CC(=O)NCCc2ccccc2)C(=O)c2csnn2)cc1	2.7	0.5	-3.2	0.3
13	CN(C(=O)c1cccc(NC(=O)Cc2ccc(NC(=O)C3CCN(C(=O)C4CCC4)CC3)cc2)c1)C1CCC1	-11.3	2.8	-2.0	0.0
14	O=S(=O)(NCc1cccs1)NCc1ccccc1F	2.9	-0.2	6.9	·
15	O=C(NCc1ccccc1Cl)c1cccc(NC2=NC3CS(=O)(=O)CC3S2)c1 (stereo not drawn)	4.8	-2.8	-4.1	1.1
16	O=C(CSc1ccc([N+](=O)[O-])cc1)OCC(=O)N1CCCC1=O	-0.7	4.5	-17.7	-1.5
17	CCC1CCCCN1C(=O)CCc1nnc(C2CCCCC2)o1 (stereo not drawn)	7.8	1.3	-2.6	·
18	CC(C)c1cc(-c2cc(C(=O)Nc3ccccc3)on2)nc(NC2CCCC2)n1	9.8	0.4	6.0	0.4
19	COC(=O)C[C@@H]1C[C@@H]2c3cc(NC(=O)C4CCOCC4)ccc3O[C@@H]2[C@H](CO)O1	7.9	9.2	10.8	0.7
20	CN(C(=O)CCOc1ccccc1)c1c(N)n(Cc2ccccc2)c(=O)[nH]c1=O	4.2	0.3	-14.8	·

nr	RAD54 branch	CFTR F508del cor	XiGFP reactiv	DENV2 CPE
11	-0.6	3.9	0.2	2.8
12	6.1	0.4	0.0	-1.1
13	-7.4	-1.0	-0.1	-1.3
14	-6.2	1.4	0.1	7.9
15	-3.1	0.7	-0.1	1.0
16	-5.5	-0.1	0.0	-1.6
17	-3.2	-0.9	0.1	-5.0
18	5.5	-2.8	-0.1	-17.0
19	-1.2	0.6	0.0	-1.7
20	-24.1	-0.9	-0.1	-2.9

The list goes on.
nr	SMILES	INS-1E GSIS act	CASP6 VEID inh	RAD52 anneal inh	E-selectin induc
21	CCN(CC)c1ccc(C(=O)NC(=S)N2CCN(Cc3ccc4c(c3)OCO4)CC2)cc1	1.8	-2.0	-255.8	-0.3
22	OC(c1ccccc1)(c1nc(-c2cc3ccccc3o2)cs1)C(F)(F)F (stereo not drawn)	-9.3	-3.3	-10.9	-1.2
23	COc1ccccc1CNC(=O)CN1C(=O)c2cccc(N)c2C1=O	6.7	-4.4	-7.9	·
24	COc1ccccc1CNC(=O)C[C@@H]1CC[C@@H](NC(=O)CN(C)C)[C@H](CO)O1	-3.6	-0.3	-6.5	-0.1
25	Brc1ccc(/C=N/Nc2ccccn2)cc1	3.2	-1.2	-17.6	-0.2
26	O=c1c2cc3c(=O)n(-c4ccccc4O)c(=O)c3cc2c(=O)n1-c1ccccc1O	-6.1	8.6	-14.1	-1.7
27	O=C1CN(S(=O)(=O)c2ccccc2)C[C@H]2[C@H](c3ccc(C#CCc4ccccc4)cc3)[C@H](CO)N12	3.4	1.0	-3.9	-0.5
28	O=C(CN(C(=O)CCC(=O)Nc1ccccn1)C1CCCC1)NCc1ccccc1	7.0	3.3	-10.7	0.4
29	O=C(O)CN1C(=O)/C(=C/c2ccccc2Br)Oc2ccccc21	3.6	6.5	-12.9	·
30	CN1C(=O)c2cc(NC(=O)c3ccc(C(F)(F)F)cc3)ccc2OC[C@@H]2O[C@@H](CC(=O)NCc3ccc4c(c3)OCO4)CC[C@H]21	-3.3	·	6.1	0.0

nr	RAD54 branch	CFTR F508del cor	XiGFP reactiv	DENV2 CPE
21	·	0.4	0.1	0.4
22	-0.7	-1.9	0.0	-8.2
23	-0.1	-0.9	0.1	-10.5
24	-5.9	0.9	-0.2	-2.2
25	-9.6	-1.9	-0.1	14.9
26	·	1.0	-0.2	0.9
27	·	-1.8	0.0	-2.9
28	·	-2.0	0.0	7.4
29	0.6	2.0	0.2	5.0
30	0.7	-0.3	0.0	-2.8

Record cards, from the list above. Screens in order: INS-1E GSIS act, CASP6 VEID inh, RAD52 anneal inh, E-selectin induc, RAD54 branch, CFTR F508del cor, XiGFP reactiv, DENV2 CPE
Shown for COc1ccccc1CNC(=O)CN1C(=O)c2cccc(N)c2C1=O → 6.7, -4.4, -7.9, ·, -0.1, -0.9, 0.1, -10.5
Shown for O=C(CN(C(=O)CCC(=O)Nc1ccccn1)C1CCCC1)NCc1ccccc1 → 7.0, 3.3, -10.7, 0.4, ·, -2.0, 0.0, 7.4
Shown for CCC(=O)Nc1ccc2c(c1)C(=O)N(C)C[C@H](OC)[C@H](C)CN[C@H](C)CO2 → 5.6, -3.2, 0.9, 2.1, 1.3, -2.7, 0.2, -6.8
Shown for CC(C)c1cc(-c2cc(C(=O)Nc3ccccc3)on2)nc(NC2CCCC2)n1 → 9.8, 0.4, 6.0, 0.4, 5.5, -2.8, -0.1, -17.0
Shown for CN(C(=O)CCOc1ccccc1)c1c(N)n(Cc2ccccc2)c(=O)[nH]c1=O → 4.2, 0.3, -14.8, ·, -24.1, -0.9, -0.1, -2.9

(next part)
nr	SMILES	INS-1E GSIS act	CASP6 VEID inh	RAD52 anneal inh	E-selectin induc
31	C[C@@H]1CN([C@@H](C)CO)C(=O)Cc2cc(NC(=O)c3ccncc3)ccc2O[C@@H]1CN(C)Cc1ccncc1	1.4	1.9	-5.1	-0.2
32	C[C@@H]1CN([C@H](C)CO)C(=O)Cc2cc(NS(C)(=O)=O)ccc2O[C@H]1CN(C)Cc1ccccc1	8.8	-1.4	-2.0	0.0
33	COC(=O)c1ccc(NC(=O)CN2C(=O)CNC2=O)cc1	-5.6	-0.7	-11.1	·
34	C[C@H](CO)N1C[C@H](C)[C@H](CN(C)Cc2ccccc2)Oc2cc(-c3ccncc3)ccc2S1(=O)=O	8.0	-11.3	-13.4	-0.1
35	Cc1ccc(S(=O)(=O)N2CC3C(=O)C[C@@H](c4ccccc4)N(S(=O)(=O)c4cccc(Cl)c4)C3CC2c2ccccc2)cc1 (stereo partly drawn)	3.0	-1.9	-13.4	-1.2
36	COc1ccc(CN2CCC2(C)C(=O)Nc2cnc3ccccc3c2)c2ccccc12 (stereo not drawn)	·	-2.7	-4.5	1.2
37	O=C(Oc1ccccc1C(=S)N1CCOCC1)c1ccccc1	3.1	1.3	-15.3	·
38	O=C(c1ccc2c(c1)OCO2)N1C[C@H]2[C@@H](c3ccccc31)[C@@H](CO)N2CC1CCCC1	-4.1	0.4	11.2	-0.4
39	CC1CC(C)CN(S(=O)(=O)c2ccc3c(c2)n(C)c(=O)c(=O)n3C)C1 (stereo not drawn)	35.2	-1.3	-15.9	0.9
40	O=C(Cc1ccc(S(=O)(=O)N2CCCCC2)cc1)NCc1ccc(Cl)cc1	0.6	3.9	4.6	0.2

nr	RAD54 branch	CFTR F508del cor	XiGFP reactiv	DENV2 CPE
31	-3.1	-0.6	-1.1	1.5
32	2.7	5.3	-0.1	2.3
33	-5.9	·	·	·
34	-2.4	0.6	-0.9	10.6
35	·	-1.6	0.1	-4.1
36	-0.6	1.4	-0.1	?
37	2.5	-0.4	0.1	2.0
38	-9.5	4.3	0.0	8.9
39	14.1	-2.4	-0.1	5.6
40	-1.1	-0.6	-0.1	-4.8

The list continues.
nr	SMILES	INS-1E GSIS act	CASP6 VEID inh	RAD52 anneal inh	E-selectin induc
41	Cc1ccc(-n2cc(CN3CCN(c4ccccn4)CC3)c(-c3ccc(F)cc3)n2)cc1	-11.1	-3.6	-0.3	-0.6
42	CC1(C(=O)NCc2ccccc2)Cc2c(-c3cccc(C(F)(F)F)c3)ccnc2O1 (stereo not drawn)	-30.6	1.1	0.0	1.7
43	CCCCS(=O)(=O)N1CCCC(C(=O)Nc2ccc(Cl)cn2)C1 (stereo not drawn)	0.7	-1.7	0.1	0.3
44	COc1ccc(C(=O)NC(=S)Nc2nnn(C)n2)cc1	41.1	0.7	-13.2	0.8

nr	RAD54 branch	CFTR F508del cor	XiGFP reactiv	DENV2 CPE
41	3.8	-0.7	0.0	12.9
42	7.5	0.6	0.1	-1.3
43	-0.6	1.0	0.0	4.2
44	-0.8	·	0.0	1.5
